DT40 TDP1 CPT = growth inhibition of DT40 Tdp1-/-;hTDP1 cells with camptothecin (screen for TDP1 inhibitors) | chicken DT40 Tdp1-/-;hTDP1 cells + 20 nM CPT, ATP luminescence, 48 h | Potency, µM (highest dose often 46.2 µM), without a hit: at the top dose activity change, negative = growth inhibition, hits mostly inhibitors | 12% of 420,000 active; note: nearly all actives have a fitted effect of over 55% in size
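Chicken DT40 Tdp1-/- cells stably complemented with human TDP1 were seeded at 400 cells/well in medium containing 20 nM camptothecin, exposed to pin-transferred compounds, and grown at 37 °C for at least 48 hr. Viability was read as ATP luminescence.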
FEN1 inhibitor = inhibitors of human flap endonuclease 1; P39748; AID 588795; Recombinant FEN1 flap cleavage, fluorescence, 15 min; Potency, µM (top dose mostly 114 µM), inactives show top-dose activity change, negative = inhibition, hits mostly inhibitors; 0.35% of 390,000 active; note: nearly all actives have a fitted effect of over 65% in size
Target sequence (P39748 whole entry, looked up): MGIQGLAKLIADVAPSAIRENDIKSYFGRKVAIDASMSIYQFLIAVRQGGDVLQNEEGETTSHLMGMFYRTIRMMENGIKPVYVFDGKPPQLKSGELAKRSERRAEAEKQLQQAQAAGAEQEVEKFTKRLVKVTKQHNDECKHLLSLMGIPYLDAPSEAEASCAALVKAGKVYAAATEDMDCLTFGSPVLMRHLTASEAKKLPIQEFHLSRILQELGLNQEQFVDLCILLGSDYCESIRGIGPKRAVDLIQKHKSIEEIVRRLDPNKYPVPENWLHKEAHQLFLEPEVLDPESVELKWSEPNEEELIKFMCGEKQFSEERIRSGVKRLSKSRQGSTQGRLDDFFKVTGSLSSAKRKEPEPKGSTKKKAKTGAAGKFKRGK
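Compounds are tested as a concentration series against 10 nM FEN1; after a 15 min room-temperature preincubation, 50 nM substrate starts cleavage, with plate reads at 0 and 15 min. Normalized responses are fitted by a Hill equation.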
N370S GC = N370S glucocerebrosidase modulation, Gaucher chaperone candidate | N370S GC spleen homogenate, 4MU-glucoside fluorescence | AID 2101 | Potency, µM (titrated, usually from 59.4 µM), without a hit: at the top dose activity change, negative = inhibition, actives largely listed as inhibitors | 0.092% of 330,000 active;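 note: 0% = full enzyme activity and -100% = no enzyme basal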
Starred values were filed as active, the others as inactive; ? = inconclusive; nt = not tested or not shown; & = joins results of further samples; [ ] = remark or other dose. Calls come from the whole dose curve; as a rule, active = well fitted curve in the direction sought with a large enough effect; inconclusive = small, poorly fitted or top-dose-only effect, or another doubt; inactive = no such curve, though single readings can be large; an effect the other way counts as inactive or inconclusive. Unless noted, % is set by controls: 0 for no effect and ±100 for the full control effect; potency is the fitted concentration of half-maximal effect. Not all compounds are listed (hit frequency here may not be typical).

SMILES	DT40 TDP1 CPT	FEN1 inhibitor	N370S GC
COc1cc(NC(=S)Nc2ccc3c(c2)OCCO3)cc(OC)c1OC	1%	0%	-3%
O=C(NC(=S)Nc1ccccc1C(=O)O)c1ccc(-c2ccc(Br)cc2)o1	-14%	-4%	?
Fc1ccc2nncc(SCc3ccccc3Cl)c2c1	?	-3%	nt
CCOC(=O)C1(CCOc2ccccc2)CCN(Cc2ccc(C)o2)CC1	?	1%	6%
COCCNCCOc1ccc(C)cc1[N+](=O)[O-]	17%	-4%	-5%
Cc1nnc2ccc(-c3ccc(NS(=O)(=O)c4ccccc4F)cc3)nn12	?	-2%	-11%
O=C(COC(=O)Cn1[nH]c(=O)c2ccccc2c1=O)Nc1ccc2c(c1)OCO2	7%	-4%	3%
Cc1cc(C)n2nc(CNS(=O)(=O)c3ccc(C)c(C)c3)nc2n1	8%&-8%	-1%&18%	-2%
Cc1ccc(Cc2cnc(NC(=O)/C(C#N)=C/c3ccc(-c4ccc([N+](=O)[O-])cc4)o3)s2)cc1	-5%	-4%	-1%
O=c1c2c3c(sc2ncn1-n1cccc1)CCCCC3	-15%	3%	?
COC(=O)c1cc2sc(C)cc2n1CC(=O)Nc1cccc(SC)c1	1%	-3%	nt
CN1CCN(CCCNC(=O)c2ccc(/C=C3\Sc4ccccc4N(Cc4ccccc4F)C3=O)cc2)CC1	?	-14%	?
CCOc1ccc(-n2c(=O)c3c4c(sc3n(CC(=O)NCCCOC)c2=O)CCCCC4)cc1	1%&-7%	2%&16%	-3%
NC(=S)NN=C1CCCCCCCCC1	?	?	nt
Cc1ccc(N2C(=O)CCC2(C#N)c2ccccc2)cc1 (stereo unspecified)	3%	-16%	9%
CC(C)C(NC(=S)NCc1ccccc1)C(=O)O (stereo unspecified)	-4%	-4%	1%
O=C(N/N=C/C1CC=CCC1)c1ccccc1O (stereo unspecified)	-2%	-4%	0%
CN1CCCC(OC(=O)COc2ccc(Br)cc2)C1 (stereo unspecified)	7%	-13%	-1%
O=[N+]([O-])c1ccccc1CSc1ccccn1	-11%	-3%	10%
CCn1cc(CN2CCC(n3nccc3NC(=O)CCOc3ccccc3)CC2)cn1	0%	-13%	-6%
CCOC(=O)C1C(=O)NC(N2CCN(Cc3ccccc3)CC2)=NC1c1ccco1 (stereo unspecified)	8%	-12%	1%
CCCCNC(=S)N/N=C/c1ccc(C#N)cc1	?	?	-3%
Cn1ncc([N+](=O)[O-])c1C(=O)N/N=C/c1c[nH]c2ccccc12	-2%	13%	-2%
Cc1ccc(S(=O)(=O)N2CCN(C(=O)c3ccccc3)CC2)c(C)c1NS(C)(=O)=O	?	7%	-2%
Cc1noc(C)c1C(=O)Nc1ccc(-n2ccc(C(F)(F)F)n2)cc1	-30%	?	-2%
O=C(CSc1nnc(C2CC2)n1-c1ccccc1)NCCN1C(=O)CSC1=O	10%	3%	0%
O=C(CCC(=O)OCCCC(F)(F)C(F)(F)F)NC1CCCCC1	-20%	-1%	-1%
O=C(NCCOc1ccccc1)C1CCC(=O)N(CCCN2CCOCC2)C1 (stereo unspecified)	-15%	4%	nt
CC(C)C[C@@H](CN1CCCC1CN1C(=S)NC[C@@H]1Cc1ccc(O)cc1)N1C[C@H](Cc2ccc(O)cc2)N(CC2CCCCCC2)C1=S (stereo partly specified)	15µM*	-4%	nt
CCN(c1ccccc1)S(=O)(=O)c1ccc2[nH]cc(C(=O)N3CCOCC3)c(=O)c2c1	0%	5%	13%
Cc1cccc(N2CCN(C(=O)c3cccc(N4C(=O)C5C6C=CC(C6)C5C4=O)c3)CC2C)c1 (stereo unspecified)	13µM*	11%	-8%
O=C(Cn1nc(-c2ccccc2)ccc1=O)NCc1ccc(F)cc1Cl	-27%	14%	nt
CN(Cc1ccco1)C(=O)CN1C(=O)NC2(CCCCC2)C1=O	-3%	22%	nt
CSc1ccc(Cl)c(C(=O)OCC(=O)NCC(C)C)c1	8%	-1%	4%
COCCNC(=O)CSc1nc(-c2ccc(C)cc2)nc2c1c(=O)n(C)c(=O)n2C	-15%	-10%	nt
Cn1c2c(c(=O)n(C)c1=O)C1(C(=O)Nc3ccccc31)C(C#N)=C(N)O2 (stereo unspecified)	15µM*	3%	-14%
CC(C)(CO)NC(=O)c1ccc2nc(Cc3cccc(Cl)c3)oc2c1	-14%	-1%	-5%
O=C(Nn1cnnc1)c1cc(-c2ccccn2)nc2ccccc12	-17%	6%	3%
COc1ccccc1COCC(O)CNCCc1ccc(C(F)(F)F)cc1 (stereo unspecified)	?	5%	-18%
O=C(Cc1c(Cl)cccc1Cl)NC1CC1	?	17%	-6%

Shown comma-delimited: part of the list above
molecule,DT40 TDP1 CPT,FEN1 inhibitor,N370S GC
COc1ccccc1COCC(O)CNCCc1ccc(C(F)(F)F)cc1 (stereo unspecified),?,5%,-18%
CN(Cc1ccco1)C(=O)CN1C(=O)NC2(CCCCC2)C1=O,-3%,22%,nt
CSc1ccc(Cl)c(C(=O)OCC(=O)NCC(C)C)c1,8%,-1%,4%
CC(C)(CO)NC(=O)c1ccc2nc(Cc3cccc(Cl)c3)oc2c1,-14%,-1%,-5%
Cc1cccc(N2CCN(C(=O)c3cccc(N4C(=O)C5C6C=CC(C6)C5C4=O)c3)CC2C)c1 (stereo unspecified),13µM*,11%,-8%

(further entries)
SMILES	DT40 TDP1 CPT	FEN1 inhibitor	N370S GC
O=C(CSc1nncn1-c1ccccc1)Nc1cc(Cl)cc(Cl)c1	0%	-14%	2%
Cc1ccc(S(=O)(=O)Nc2cc(Cl)c3oc4c(c3c2)CCCC4)cc1	?	-15%	nt
O=C(NCCCl)c1ccc(OCc2ccccc2)cc1Cl	-13%	3%	8%
CCOC(=O)N/N=C1\CC(C)S(=O)(=O)c2ccc(Cl)cc21 (stereo unspecified)	10%	-1%	2%
O=S(=O)(c1cccs1)N1CCN(c2cccc(Cl)c2)CC1	-25%	3%	-2%
COc1ccc(-n2c(=O)c3ccc(C(=O)NCc4ccc(C)cc4)cc3n(Cc3ccc(F)cc3Cl)c2=O)cc1	6%	1%	nt
COC(=O)c1ccc2c(c1)c(C#Cc1ccccc1)c(-c1ccccc1)n2C	21µM*	-10%	?
NC(=S)N/N=C/c1cccc(/C=N/NC(N)=S)c1	-9%	6%	-24%
O=C(N/N=C/C(Br)=C/c1ccccc1)c1n[nH]c2c1CCC2	2.6µM*	-10%	9%
CC(=O)Nc1ccc(CN2CCN(C3CCCCC3)C(CCO)C2)cc1 (stereo unspecified)	1%	-16%	1%

Four records picked at random from those above:
SMILES	DT40 TDP1 CPT	FEN1 inhibitor	N370S GC
CC(=O)Nc1ccc(CN2CCN(C3CCCCC3)C(CCO)C2)cc1 (stereo unspecified)	1%	-16%	1%
COC(=O)c1ccc2c(c1)c(C#Cc1ccccc1)c(-c1ccccc1)n2C	21µM*	-10%	?
O=C(NCCCl)c1ccc(OCc2ccccc2)cc1Cl	-13%	3%	8%
O=C(N/N=C/C(Br)=C/c1ccccc1)c1n[nH]c2c1CCC2	2.6µM*	-10%	9%

Next section
SMILES	DT40 TDP1 CPT	FEN1 inhibitor	N370S GC
COc1cc(OC)nc(Oc2cc(C=O)ccc2OC)n1	-6%	3%	-1%
CCc1ccc(NC(=O)C(CC)n2c(=O)c(-c3ccccc3NC(C)=O)nc3ccccc32)cc1 (stereo unspecified)	23µM*	0%	nt
O=C(O)c1cccc(N/C(=N\S(=O)(=O)c2ccccc2)c2ccccc2)c1	-5%	-3%	-22%
O=C(Cc1n[nH]c(=O)[nH]c1=O)N/N=C/c1ccccc1O	-3%	-2%	-4%
Cn1c(=O)cc(SCC(=O)N2CCCC2)c2ccccc21	7%	4%	4%
Cc1ccc(N(CC(=O)NCCSc2ccccn2)S(=O)(=O)c2ccc(F)cc2)cc1	0%	4%	3%
COc1cccc(CN2C(=O)N(C(C)C)C(N(O)C(=O)NC(C)C)C2(C)C)c1OC (stereo unspecified)	14%	12%	-18%
Cc1ccc(S(=O)(=O)N(C(=O)c2ccncc2)c2ccc(OC(=O)c3ccncc3)c3ccccc23)c(C)c1	4.6µM*	-9%	9%
CC(=O)NC(Cc1ccc(F)cc1)C(=O)NC1CCN(C(=O)Nc2ccccc2C)CC1 (stereo unspecified)	-22%	-1%	4%
S=C1NCN(Cc2ccco2)CN1c1cccc2ccccc12	7%	-7%	3%
CCn1c(SCC(=O)Nc2oc(-c3ccccc3)c(-c3ccccc3)c2C#N)nnc1-c1ccncc1	13µM*	-18%	-24%
CC(C)(CC(=O)O)CC(=O)Nc1ccc2c(c1)ncn2CCc1ccccc1	-17%	3%	-4%
COc1ccccc1NC(=O)C(C)OC(=O)c1cc2ccccc2[nH]1 (stereo unspecified)	?	0%	nt
CCN(Cc1ccccc1)C(c1ccc(C)cc1)c1nnnn1C(C)(C)C (stereo unspecified)	?	5%	13%
COc1cc(/C=N/NC(=O)c2ccc(N3CCCC3=O)cc2)ccc1O	?	-1%	-1%
Cc1cc(NCCCCO)n2c(nc3ccccc32)c1C#N	-22%	-16%	?
CN(C(=O)C1CCC1C(=O)O)c1nc(-c2ccc(Cl)s2)cs1 (stereo unspecified)	21%	12%	-6%
CN(Cc1c(F)cccc1Cl)C(=O)CCc1c[nH]c2ccccc12	?	2%	-5%
Cc1nc(CC(=O)c2c(C)cc(O)cc2O)cs1	-30%	5%	9%
Cc1ccc(S(=O)(=O)N2CCN(C(=O)c3ccc4ccccc4n3)CC2)c(C)c1	-29%	-5%	nt
COc1cccc(CNC(=O)CSc2cc(C)[nH]c(=O)n2)c1	18%	-3%	nt
O=S(=O)(c1cccc(-c2nnc(SC(F)F)n2-c2ccccc2)c1)N1CCCCC1	?	4%	8%[2.35 µM]
C[C@H](CO)N1C[C@H](C)[C@@H](CN(C)S(=O)(=O)c2ccc(F)cc2)Oc2ccc(NS(=O)(=O)c3cccs3)cc2C1=O	-19%	0%	nt
O=C(NCc1ccc(Cl)cc1)[C@@H]1CCCN1S(=O)(=O)c1ccc(Cl)cc1	?	6%	nt
CCN(CC)CCN(Cc1cc2cc(C)cc(C)c2[nH]c1=O)C(=S)NCc1ccco1	26µM*	5%	-1%
COc1ccccc1OCCn1c(-c2ccc(Br)cc2)nc2ccccc2c1=O	2%	-2%	nt

From PubChem BioAssay
